# Screening data as filed in PubChem.
# PGC1a acetyl inh = inhibitors of PGC1a acetylation signal, primary screen, cell-based, U2OS, AlphaScreen, inhibitor mode | AID 651687, 2012 | AlphaScreen anti-acetyl-lysine; with virally co-expressed GCN5 acetyltransferase | inhibition, % at 15.6 µM | hit rate 0.17% among 350,000;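 active = every replicate shows inhibition of at least 40%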;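 note: 0% = neutral control wells and 100% = positive control wells; some results beyond the cut were filed as inactive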
# PAX8 inh HTS = inhibitors of PAX8-driven TPO luciferase reporter, primary screen, RMG-I cells, single concentration; hit rate 1.2% among 360,000; SteadyGlo, 24 h; AID 652154, 2013; inhibition, % at 12.6 µM;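 active = mean replicate inhibition at least 60% with every replicate also reaching 60%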;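 note: luciferase light reporting Pax8 driven TPO promoter activity; plate controls were median of neutral control wells for no effect and mitoxantrone controls for full effect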
# ARNT TACC3 PPI = disruptors of ARNT/TACC3 protein interaction, primary screen, biochemical, AlphaScreen, single concentration; Transforming acidic coiled-coil-containing protein 3 (Homo sapiens), Q9Y6A5; AlphaScreen His-ARNT PAS-B/GST-TACC3 binding, luminescence; TACC3 fragment carries E629A point mutation; inhibition, % at 9.99 µM; hit rate 0.66% among 390,000; AID 623870, 2012;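 active = mean inhibition of replicates at least 50% and at least half of replicates each reaching 50%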;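 note: 0% = complete ARNT plus TACC3 wells and 100% = ARNT alone without TACC3; many hits fall short of the cut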
# INS-1E GSIS act = GLuc luminescence reporter in INS-1E cells, primary screen for activators of glucose-dependent secretion of insulin; AID 743287, 2014; activation, % at 16.6 µM; INS-1E GLuc reporter insulin secretion, 2-3 h; hit rate 0.61% among 370,000;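 active = lowest replicate activation of at least 40%, so every replicate reaches that level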;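 note: 0% = median of neutral control wells and 100% = median of IBMX positive control wells; some compounds called inactive have numbers as strong as hits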
# LGR2 antag = inhibitors of bursicon-induced LGR2 CRE-luciferase signal, primary screen, cell-based, HEK293, CRE-luciferase reporter, bursicon stimulation | Drosophila bursicon receptor LGR2 (rickets) | bursicon-stimulated, 4 h | inhibition, % at 9.99 µM | hit rate 0.35% among 380,000;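 active = drop in luminescence signal, shown as inhibition above about 50% in the replicate tests, limit read from the data, passing the limit was not always enough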;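 note: agonist challenge used bursicon conditioned medium at about half maximal strength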
# C2C12 statin = suppressors of statin myotoxicity in C2C12 myotubes, primary screen, cell-based, single point, plate reader; hit rate 0.78% among 330,000; C2C12 myotubes + simvastatin, ATP luminescence, 48 h; scaled: DMSO 0, geranylgeraniol control 100; rescue of ATP level, % at 7.49 µM; AID 602340, 2012;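 active = mean ATP rescue above about 67%, or every replicate alone reaching that limit, limit read from the data, passing the limit was not always enough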;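 note: myotubes were challenged with 10 µM simvastatin during compound exposure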
# Cneo AK release = Cryptococcus neoformans cell lysis inducers, primary screen, AK release luminescence, single concentration. C. neoformans lysis, adenylate kinase release luminescence, 4 h; normalised: neutral wells 0, clomiphene wells 100. lysis activity, % at 15 µM. hit rate 0.2% among 360,000. AID 651654, 2012;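 active = mean lysis activity across replicates of at least 80%, whatever share of replicates individually reach that level; inactive = mean lysis activity below 80%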
#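 Material: C. neoformans cells; Schedule: 4 h static compound exposure, 37 °C, read 1 h post-reagent; Measured by: adenylate kinase release luminescence; Read-out: signal increase indicating cell lysis; Controls: Clomiphene as positive lysis control.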
# PglD DTNB = C. jejuni PglD acetyltransferase inhibitors, primary screen, biochemical, DTNB colorimetric, single point. UDP-N-acetylbacillosamine N-acetyltransferase PglD (Campylobacter jejuni). purified PglD enzyme, DTNB colorimetric CoA detection. inhibition, % at 12.5 µM. hit rate 0.098% among 360,000. AID 602405, 2012; in the data active = inhibition above about 16%, passing the limit was not always enough; note: strong numbers were not always called active
# Starred values were filed as active, the others as inactive; . = no result given.
# Under each structure – PGC1a acetyl inh	PAX8 inh HTS	ARNT TACC3 PPI	INS-1E GSIS act	LGR2 antag	C2C12 statin	Cneo AK release	PglD DTNB
> COc1ccc(C/C(C)=N/NC(=S)Nc2ccc(C)c(C)c2)cc1
    -3	7	4	-4	-29	.	-2	5
> CNCc1ccccc1Sc1cc(O)ccc1O
    .	0	13	-19	-34	.	.	.
> CC(C)NC(=O)N1[C@@H]2c3ccc(-c4ccc(F)cc4)c(=O)n3C[C@@H]2[C@@H](CO)[C@@H]1C(=O)N1CCOCC1
    .	.	17	12	3	8	41	1
> C[C@H]1CN([C@@H](C)CO)C(=O)Cc2cc(NS(C)(=O)=O)ccc2O[C@@H]1CN(C)C(=O)Nc1ccccc1
    4	-5	-3	6	-3	5	-1	8
> C/C(Cn1nnc([N+](=O)[O-])n1)=N\NC(=O)c1ccccc1O
    -4	1	7	-58	13	-1	2	2
> COc1ccc2c(CC(=O)NCc3cccs3)coc2c1
    3	-19	1	-11	13	0	-1	0
> CCCC(=O)Nc1ccc(NC(=O)c2cc3ccccc3o2)c(OC)c1
    -1	-87	-5	.	-40	-19	1	-7
> O=C(Nc1ccccn1)C1COc2ccccc2O1 (stereo unspecified)
    6	.	5	-1	-7	5	-2	0
> C[C@@H]1CCCCO[C@H](CN(C)C(=O)Cc2ccccc2)[C@H](C)CN([C@@H](C)CO)C(=O)c2cc(NS(=O)(=O)c3ccccc3)ccc2O1
    -2	9	-3	-26	-1	.	-1	0
> CC(=O)N1CCc2cc(NC(=O)C3(C)CCN3CCc3ccccc3)ccc21 (stereo unspecified)
    -19	-23	.	-14	7	-10	-1	0
> CCOc1cc(C(=O)Nc2c(C)ccc3nsnc23)cc(OCC)c1OCC
    -6	.	-5	.	.	0	5	0
> COc1ccc(S(=O)(=O)N(C)C[C@H]2Oc3c(cccc3N(C)C)C(=O)N([C@@H](C)CO)C[C@@H]2C)cc1
    -11	6	-5	2	19	-12	2	8
> COc1ccc(NC(=O)C(Sc2ccccc2)c2ccccc2)c(OC)c1 (stereo unspecified)
    -1	19	.	-15	17	1	-2	-2
> OC[C@H]1[C@H](c2ccc(-c3ccc(F)cc3)cc2)[C@H]2CN(Cc3cccnc3)CCCCN21
    -9	-7	0	-9	0	16	1	2
> Cc1cccc(C)c1OCc1cc(C(=O)NCc2ccc(Cl)s2)no1
    8	1	3	-3	-7	6	-1	4
> Cc1noc(C)c1NC(=O)N[C@H]1C=C[C@H](CC(=O)Nc2ccc(-c3ccccc3)cc2)O[C@@H]1CO
    15	15	16	2	0	0	0	0
> COc1ccc(-c2nnc3n2CCCCC3)cc1
    .	-5	-1	1	-3	9	9	-5
> CC(=O)C12CC(C)=C(C)CC1CC1C3CCC4=CC(=O)CCC4(C)C3CCC12C (stereo unspecified)
    4	-24	.	-18	.	.	1	0
> Cc1cccc2cc(C3CC(c4ccco4)=NN3S(=O)(=O)c3ccccc3)c(Cl)nc12 (stereo unspecified)
    -11	13	-4	-31	-3	2	1	1
> O=C(NC(Cc1ccccc1)C(=O)O)c1ccccc1 (stereo unspecified)
    4	.	-15	.	.	1	-1	1
> COc1cc(/C=N/NC(=O)C(Cc2c[nH]c3ccccc23)NC(=O)OCC(C)C)cc([N+](=O)[O-])c1OCc1ccccc1 (stereo unspecified)
    .	-1	-3	5	17	13	-2	0
> COc1ccccc1C(=O)COC(=O)c1nc(Cl)ccc1Cl
    4	16	-2	3	18	4	.	.
> Nc1nc(-c2ccc3c(c2)CCO3)cs1
    .	-13	11	2	-3	.	.	.
> COC(=O)CSc1nnc(-c2ccccc2OC)o1
    0	.	-4	.	.	-1	4	-2
> COc1cccc(C2Nc3c(F)cc(Br)cc3C3C=CCC32)c1OC (stereo unspecified)
    -3	.	0	-28	12	15	-1	1
> O=C(c1ccc(F)cc1)N1CCCCN2[C@H](C1)[C@@H](c1ccc(C#CC3(O)CCCC3)cc1)[C@@H]2CO
    -22	28	-14	-1	12	.	-3	0
> COCCn1c(N)c(C(=O)Nc2sc3c(c2C(=O)OC)CCCC3)c2nc3ccccc3nc21
    5	.	-30	.	.	99*	1	-4
> COC(=O)Cn1c(C(=O)N2CCCC2)cc2c1C[C@H]1CN(C(=O)c3ccccc3)[C@@](Cc3ccc(F)cc3)(C(=O)OC)[C@@H]21
    -4	-4	6	.	-7	21	1	-5
> Cc1cccc(NC(=O)Nc2cccnc2)c1C
    .	7	.	5	0	-3	-1	-1
> O=C(CCc1n[nH]c(=O)[nH]c1=O)N/N=C/c1ccco1
    -10	-8	.	4	-6	2	2	11

# Fetched one by one from above, six records:
# Under each structure – PGC1a acetyl inh	PAX8 inh HTS	ARNT TACC3 PPI	INS-1E GSIS act	LGR2 antag	C2C12 statin	Cneo AK release	PglD DTNB
> CCCC(=O)Nc1ccc(NC(=O)c2cc3ccccc3o2)c(OC)c1
    -1	-87	-5	.	-40	-19	1	-7
> COc1ccc2c(CC(=O)NCc3cccs3)coc2c1
    3	-19	1	-11	13	0	-1	0
> COc1ccccc1C(=O)COC(=O)c1nc(Cl)ccc1Cl
    4	16	-2	3	18	4	.	.
> Nc1nc(-c2ccc3c(c2)CCO3)cs1
    .	-13	11	2	-3	.	.	.
> COc1ccc(S(=O)(=O)N(C)C[C@H]2Oc3c(cccc3N(C)C)C(=O)N([C@@H](C)CO)C[C@@H]2C)cc1
    -11	6	-5	2	19	-12	2	8
> C/C(Cn1nnc([N+](=O)[O-])n1)=N\NC(=O)c1ccccc1O
    -4	1	7	-58	13	-1	2	2

# (list continues)
# Under each structure – PGC1a acetyl inh	PAX8 inh HTS	ARNT TACC3 PPI	INS-1E GSIS act	LGR2 antag	C2C12 statin	Cneo AK release	PglD DTNB
> COc1cc(/C=N/NC(=O)C(N)=O)ccc1OC(=O)c1cccs1
    0	1	4	18	3	.	.	.
> Cc1cc(C)n(CC(=O)O)c(=O)c1[N+](=O)[O-]
    19	-6	-3	-10	1	.	.	.
> COc1cccc(C#Cc2cnc3c(c2)C(=O)N([C@H](C)CO)C[C@@H](C)[C@H](CN(C)C(=O)C2CC2)O3)c1
    -5	.	-8	-7	-4	-6	-3	-1
> CC(C)C(NC(=O)c1ccc2c(c1)OCO2)C(=O)N/N=C/c1cccs1 (stereo unspecified)
    1	15	-25	.	.	5	0	2
> c1ccc2cc(CCO[C@H]3CCCCO3)ncc2c1
    -20	-12	-1	8	55*	0	-1	-3
> COc1ccc(S(=O)(=O)N(C)C[C@@H]2Oc3c(NC(=O)c4cc(C)nn4C)cccc3C(=O)N([C@H](C)CO)C[C@H]2C)cc1
    -1	.	.	15	-15	-29	2	4
> CC(C)NC(=O)N(C)C[C@@H]1Oc2ccc(NC(=O)NC3CCCCC3)cc2CC(=O)N([C@H](C)CO)C[C@@H]1C
    -3	.	-14	5	6	12	-2	7
> Cc1ccc(S(=O)(=O)Nc2ccc3c(c2)C(=O)N([C@H](C)CO)C[C@H](C)[C@@H](CN(C)Cc2ccc(C(F)(F)F)cc2)OCCCC[C@@H](C)O3)cc1
    -1	7	2	-7	15	.	-1	2
> COc1ccc(CN2C(=O)c3ccccc3C2=O)cc1C(=O)N(C)CC(=O)Nc1c(C)cccc1C
    4	15	-6	0	6	6	0	-2
> CNC[C@@H]1Oc2c(NS(=O)(=O)c3ccc(Cl)cc3)cccc2C(=O)N([C@H](C)CO)C[C@H]1C
    0	-35	3	10	-19	-3	87*	-2
> CCOC(=O)C1CCCN(C(=O)c2sc3nc(-c4ccccc4)cn3c2C)C1 (stereo unspecified)
    11	.	-1	-11	5	12	-3	-2
> CCOc1ccc(N(Cc2cc3ccc(C)cc3[nH]c2=O)S(=O)(=O)c2ccccc2)cc1
    -34	2	4	2	13	15	1	-5
> Cc1cccc(NC(=O)CSc2nc3ccccc3c(=O)n2C)c1C
    .	7	.	0	14	11	0	2
> Cc1nc(SCC(=O)NCC2CCCO2)c2c3c(sc2n1)CCCC3 (stereo unspecified)
    7	6	-5	3	-33	.	0	-3
> Cc1ccccc1-c1ccc2c(c1)O[C@@H](CN(C)C(=O)Nc1ccccc1)[C@@H](C)CN([C@@H](C)CO)S2(=O)=O
    12	15	6	-43	13	37	1	-3
> O=C(Cn1c(O)c(/C=C2\C=Nc3ccc(Br)cc32)sc1=O)N1CCCC1
    -4	1	-7	.	.	-42	0	-1
> Cc1ccccc1NS(=O)(=O)c1ccc(C(=O)NCC(c2ccccc2)N(C)C)cc1 (stereo unspecified)
    .	0	22	-19	-14	-2	4	8
> COc1c(Cl)cc(C(=O)NCc2ccco2)cc1Cl
    .	13	-2	-6	-16	9	-1	5
> CC[C@]12c3[nH]c4cc(CCC(=O)N(C)C)ccc4c3CCN1C(=O)[C@@H](CC(=O)NCCC1=CCCCC1)C[C@@H]2C(=O)N1CCN(C(=O)c2ccco2)CC1
    .	18	1	-39	-1	5	0	0
> COc1ccc(NC(=O)Nc2ccc3c(c2)[C@H]2C[C@H](CC(=O)NCc4ccccc4F)O[C@H](CO)[C@H]2O3)cc1
    7	-2	-2	11	-2	-8	49	0
> NC(=O)C1CCN(C(=O)c2ccc(Cl)c(S(=O)(=O)NCc3ccco3)c2)CC1
    -10	-1	-6	11	-3	-2	6	3
> Cc1nc2ncnn2c(N2CCN(C(=O)c3cccc(F)c3)CC2)c1Cc1ccccc1
    5	.	-7	.	.	-11	-4	-3
> CC(C)c1cn(CC[C@H]2CC[C@@H](NS(=O)(=O)c3ccccc3)[C@@H](CO)O2)nn1
    3	-7	-13	2	3	1	2	0
> CCN1C(=O)N[C@H](c2ccc(Br)cc2)C(C(C)=O)=C1C
    -6	16	.	0	-16	-11	0	2
> Cc1ccc(/C=C(\NC(=O)c2ccccc2)C(=O)OCc2ccccc2)cc1
    .	-6	2	-7	18	.	.	.
> CCCOCn1cc(F)c(=O)[nH]c1=O
    .	18	-4	36	4	.	1	6
> Cc1ccc(OCC(=O)OCC(=O)NC2CCCCCC2)cc1C
    -30	8	.	-6	7	9	4	1

# Some of the entries above in a different format:
> CCOC(=O)C1CCCN(C(=O)c2sc3nc(-c4ccccc4)cn3c2C)C1 (stereo unspecified)
  PGC1a acetyl inh: 11; PAX8 inh HTS: .; ARNT TACC3 PPI: -1; INS-1E GSIS act: -11; LGR2 antag: 5; C2C12 statin: 12; Cneo AK release: -3; PglD DTNB: -2
> CC[C@]12c3[nH]c4cc(CCC(=O)N(C)C)ccc4c3CCN1C(=O)[C@@H](CC(=O)NCCC1=CCCCC1)C[C@@H]2C(=O)N1CCN(C(=O)c2ccco2)CC1
  PGC1a acetyl inh: .; PAX8 inh HTS: 18; ARNT TACC3 PPI: 1; INS-1E GSIS act: -39; LGR2 antag: -1; C2C12 statin: 5; Cneo AK release: 0; PglD DTNB: 0
